Assay outcomes from PubChem.
Cdc42 wt GTP: changes GTP binding to wildtype human Cdc42 | P60953 | GST-Cdc42 beads, Bodipy-GTP binding, flow cytometry; actives lie on both sides | percent activity (GTP binding), % at 10 µM | actives 0.2% (n = 190,000) | AID 761;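 active = percent activity GTP binding at least 20 points away from the 100% baseline, either down as inhibitor or up as activator; inconclusive = compound flagged as likely green fluorescent from well-wide comparison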;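 also: median bead fluorescence of bound Bodipy-FL-GTP at 100 nM; 0% = excess unlabeled GTP control and 100% = no compound control; below 100% means less GTP binding so inhibitor and above means activator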
Target sequence (P60953 whole entry, looked up): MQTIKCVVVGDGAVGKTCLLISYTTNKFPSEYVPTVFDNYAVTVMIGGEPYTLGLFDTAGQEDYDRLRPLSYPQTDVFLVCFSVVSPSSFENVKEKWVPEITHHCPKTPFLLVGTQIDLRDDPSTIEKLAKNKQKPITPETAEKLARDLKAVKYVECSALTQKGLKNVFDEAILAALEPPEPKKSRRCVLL
GSH bead fluor: GSH bead compound fluorescence profile; GSH beads flow cytometry, compound fluorescence 488/530 nm; stronger effect = higher value; fluorescence (KMESF) at 10 µM; actives 0.25% (n = 190,000); AID 1776; in the data active = fluorescence above about 89;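 also: glutathione beads carrying GST-tagged Bcl family fusion proteins plus one bare bead set; values are compound well signal with DMSO vehicle wells as background; inactives centre near 16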
Mcl1-Noxa inh: disrupts binding of human Mcl-1 to Noxa peptide. Q07820. TR-FRET Mcl-1/Noxa peptide binding, 2 h. inhibition, % at 21.7 µM. actives 1.5% (n = 220,000). AID 1022;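 active = compounds that cut the protein-peptide binding signal by more than 50% relative to plate controls in a single-dose test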;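 also: His-tagged Mcl-1 with rhodamine Noxa BH3 peptide and terbium anti-His antibody; 0% = Mcl-1 plus Noxa peptide wells and 100% = peptide-only wells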
Target sequence (Q07820 whole entry, looked up): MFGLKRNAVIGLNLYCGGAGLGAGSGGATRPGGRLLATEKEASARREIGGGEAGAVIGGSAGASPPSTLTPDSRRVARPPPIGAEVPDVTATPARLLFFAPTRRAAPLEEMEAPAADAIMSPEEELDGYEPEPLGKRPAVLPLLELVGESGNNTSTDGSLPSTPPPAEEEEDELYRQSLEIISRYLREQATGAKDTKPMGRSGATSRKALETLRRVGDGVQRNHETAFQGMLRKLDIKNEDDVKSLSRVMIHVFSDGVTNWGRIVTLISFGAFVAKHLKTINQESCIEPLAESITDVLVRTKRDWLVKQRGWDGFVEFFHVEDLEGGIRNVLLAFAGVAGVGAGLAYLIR
Rac1 wt GTP bind: alters GTP binding to wildtype human Rac1 | P63000 | GST-Rac1 beads, fluorescent GTP binding, flow cytometry; actives lie on both sides; 0 = cold GTP competed, 100 = untreated | GTP binding activity (% of control), % at 10 µM | actives 0.27% (n = 190,000) | AID 757;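 active = GTP binding activity at least 20 points away from the 100% control level, either lower or higher; inconclusive = compound flagged as likely green fluorescent, judged across all proteins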
Rac1 mut GTP: alters GTP binding to activated mutant human Rac1; actives 0.11% (n = 190,000); P63000; GST-Rac1 activated beads, fluorescent GTP binding, flow cytometry; actives lie on both sides; 100% means binding = to untreated wells; AID 764; percent activity (GTP binding), % at 10 µM;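 active = GTP binding at least 20 percentage points away from the 100% baseline, in either direction, so actives lie on both sides; inconclusive = Compound likely fluorescent itself, or too few beads counted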
HRas wt GTP bind: human HRas wildtype GTP binding, change in either direction; P01112; GST-Ras wt beads, Bodipy-FL-GTP binding, flow cytometry; actives lie on both sides; GTP binding activity, % at 10 µM; actives 0.14% (n = 190,000); AID 759;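 active = GTP binding activity at least 20% away from the 100% baseline, either lowered as inhibitor or raised as activator; inconclusive = flagged as likely green fluorescent, judged across all proteins in the well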;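 also: 0% = unlabeled GTP competition control and 100% = no-compound control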
Target sequence (P01112 whole entry, looked up): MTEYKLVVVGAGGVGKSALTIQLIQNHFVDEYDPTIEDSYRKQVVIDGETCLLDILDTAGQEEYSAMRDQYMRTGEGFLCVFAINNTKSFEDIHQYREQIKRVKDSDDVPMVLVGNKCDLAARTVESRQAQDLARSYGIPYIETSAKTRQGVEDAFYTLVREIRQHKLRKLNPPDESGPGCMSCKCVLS
Avidin bead fluor: avidin bead compound fluorescence profile; Avidin beads, compound fluorescence 488/530 nm, flow cytometry; stronger effect = higher value; fluorescence (KMESF) at 10 µM; actives 0.38% (n = 220,000); in the data active = fluorescence above about 47; also: inactives centre near 10
Rab2A wt mod: changes GTP binding to wildtype dog Rab2A, up or down; P61105; GST-Rab2 wt beads, Bodipy-GTP binding, flow cytometry; GTP binding activity, % at 10 µM; actives 0.19% (n = 190,000); AID 760;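 active = GTP binding activity at least 20 points away from 100%, either lowered or raised; inconclusive = signal likely due to the compound's own green fluorescence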;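 also: 0% = beads with excess unlabeled GTP and 100% = no-compound control corrected for plate trend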
Pf gametocyte: kills late stage P. falciparum gametocytes. inhibition, % at 10.9 µM. actives 0.065% (n = 150,000). P. falciparum stage V gametocytes, ATP luminescence, 24 h. AID 743093;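 active = inhibition above the mean plus 3 SD of compounds within the control limits, set per campaign, cut at about 38% in these data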;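 also: 0% = DMSO wells and 100% = medium only without gametocytes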
Mcl1-Bid inh: disrupts binding of human Mcl-1 to Bid peptide; inhibition, % at 21.7 µM; TR-FRET Mcl-1/Bid-Dy647 peptide binding, 1536-well; actives 0.97% (n = 220,000); AID 1021;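 active = compounds that cut the binding signal by more than half at the single screening dose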;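 also: His-tagged Mcl-1 with europium anti-His antibody binding Bid BH3 peptide; 0% = Mcl-1 plus peptide wells and 100% = peptide-only wells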
Rab7 wt modul: dog Rab7 wildtype GTP binding, inhibitors and activators; GST-Rab7 beads, fluorescent GTP binding, flow cytometry; actives lie on both sides; untreated = 100%, excess cold GTP = 0%; GTP binding activity (percent of control), % at 10 µM; actives 0.055% (n = 190,000); AID 758;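 active = fluorescent GTP binding to Rab7 beads changed by at least 20 points from the 100% baseline, either direction, mostly lower; inconclusive = compound itself probably fluorescent, or too few beads counted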;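 also: median green fluorescence of bound Bodipy-FL-GTP per Rab7 bead population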
* = called active by the depositor; u = inconclusive; x = no result given.

SMILES | Cdc42 wt GTP | GSH bead fluor | Mcl1-Noxa inh | Rac1 wt GTP bind | Rac1 mut GTP | HRas wt GTP bind | Avidin bead fluor | Rab2A wt mod | Pf gametocyte | Mcl1-Bid inh | Rab7 wt modul
CN(CP(=O)(O)CN(C)S(C)(=O)=O)S(C)(=O)=O | 98 | 36 | 41 | 95 | 92 | 97 | 14 | 96 | x | 50 | 96
ClCc1cc2ccccc2nc1Cl | 96 | 12 | 13 | 98 | 96 | 97 | 11 | 98 | -6 | 16 | 106
C[C@@H](NC(=O)c1nc[nH]c1C(=O)N[C@@H](CCCCNC(=O)OC(C)(C)C)C(=O)OC(C)(C)C)c1ccccc1 | 96 | 19 | -79 | 95 | 94 | 95 | 7 | 94 | x | -16 | 94
CN(C)c1ccc(NC(=O)CN2C(=O)CC(c3ccccc3)=Nc3ccccc32)cc1 | u | 15 | 23 | u | u | u | 26 | u | x | -28 | u
CN(CCO)c1cnccn1 | 99 | 16 | -9 | 96 | 96 | 98 | 13 | 100 | -2 | -23 | 106
CCN1/C(=C/C=C/c2oc3ccc4ccccc4c3[n+]2CC)Oc2ccc3ccccc3c21 | x | 205* | 21 | u | u | u | 59* | u | x | 89* | u
CN(C)C(=O)CSc1nnc(Cc2ccc3c(c2)OCO3)o1 | 98 | 17 | 18 | 109 | 98 | 102 | 12 | 101 | -18 | -14 | 102
CCOC(=O)C(C)/C(C)=N/NC(=O)CCC(=O)Nc1cc(C)ccc1C (stereo not given) | 102 | 20 | 6 | 100 | 96 | 98 | 13 | 99 | 20 | -33 | 100
COC(=O)c1nnn(-c2nonc2N)c1CSCCO | 94 | 36 | 17 | 92 | 94 | 95 | 16 | 97 | x | -7 | 94
CCOC(=O)CSc1nnc(-c2ccc(S(=O)(=O)N3CCOCC3)cc2)n1-c1ccccc1 | 106 | 26 | -6 | 102 | 100 | 101 | 12 | 99 | 23 | -14 | 99
COCCn1c(C)cc2c(c1=O)C(c1ccco1)C(C#N)=C(N)O2 (stereo not given) | 108 | 16 | 4 | 107 | 101 | 106 | 33 | 103 | -9 | -8 | 99
O=C(NCCCn1ccnc1)c1cc(-c2cccs2)on1 | 98 | 55 | 2 | 96 | 98 | 99 | 14 | 98 | -26 | -4 | 97
Cc1cccc(C(=O)Oc2ccc(/C=N/NC(=O)c3ccccc3O)cc2)c1 | 98 | 16 | 38 | 99 | 97 | 100 | 12 | 97 | 13 | -23 | 97
COC(=O)CC(c1ccc(OC)c(OC)c1)c1ccc(OC)c(OC)c1 | 93 | 19 | 17 | 91 | 92 | 92 | 11 | 92 | 4 | 0 | 98
CCC(C)(C)NC(=O)C(c1cccn1C)N(C(=O)Cn1nnc2ccccc21)c1ccc(OC)cc1OC (stereo not given) | 97 | 20 | 18 | 98 | 92 | 92 | 7 | 92 | x | -32 | 91
COCCN(C(=S)Nc1ccccc1OC)C(C)c1cccs1 (stereo not given) | 101 | 17 | 19 | 103 | 97 | 102 | 18 | 99 | -28 | -33 | 101
C(=N/Nc1cc(N2CCOCC2)nc(N2CCOCC2)n1)/c1ccccc1 | 104 | 12 | -14 | 105 | 101 | 103 | 4 | 102 | -1 | -57 | 104
CCOc1ccc(OCCSc2nnnn2C2CCCCC2)cc1 | 98 | 25 | 7 | 99 | 94 | 95 | 3 | 97 | 18 | -18 | 98
O/N=C/c1cccn1-c1ccc(O)cc1 | 97 | 21 | 15 | 98 | 97 | 95 | 15 | 96 | -12 | -22 | 96
COc1ccc(-n2c(SCC(=O)NCc3cccs3)nc3[nH]ncc3c2=O)cc1 | 96 | 12 | 15 | 99 | 95 | 98 | 13 | 97 | x | -14 | 102
COC(=O)c1ccccc1NC(=S)N(Cc1ccc2c(c1)OCO2)Cc1cc2cccc(C)c2[nH]c1=O | 99 | 21 | -2 | 102 | 101 | 100 | 13 | 99 | -11 | -24 | 100
OC(COc1ccc(OCc2ccccc2)cc1)CN1CCCCC1 (stereo not given) | 97 | 32 | 9 | 96 | 94 | 97 | 11 | 95 | x | -5 | 96
CCN(CC)CCCNC(=O)c1cc2c(-c3ccc(Cl)cc3)nn(C)c2s1 | 95 | 19 | 17 | 99 | 100 | 94 | 9 | 92 | x | 6 | 93
COC(=O)C(NC(=O)c1ccccc1C)(Nc1ncc(S(=O)(=O)c2ccc([N+](=O)[O-])cc2)s1)C(F)(F)F (stereo not given) | 94 | 28 | 2 | 95 | 94 | 94 | 1 | 95 | x | 0 | 96
CCOC(=O)c1c(C)[nH]c(C(=O)CN2C(=O)NC(C)(CC(C)C)C2=O)c1C (stereo not given) | 93 | 11 | -2 | 94 | 96 | 93 | 25 | 93 | 6 | -13 | 93
COc1ccc(C(=O)NCc2ccc(N3CCN(C(=O)OC(C)(C)C)CC3)cc2)cc1 | 99 | 16 | -5 | 100 | 98 | 101 | 9 | 101 | 18 | -65 | 95
Cc1ccc(S(=O)(=O)N2CCCCC2)cc1NC(=O)COC(=O)c1cc[n+]([O-])cc1 | 102 | 5 | 5 | 107 | 98 | 98 | 14 | 97 | x | -9 | 99
Cc1ccc(NC(=O)CCSc2nnc(C)s2)cc1 | 97 | 14 | -19 | 97 | 96 | 96 | 16 | 95 | 1 | 2 | 94
COc1ccc(-c2nc(CN3CCCC(C(=O)NC4CCCC4)C3)c(C)o2)cc1 (stereo not given) | 105 | 12 | 5 | 104 | 102 | 103 | 12 | 102 | x | -11 | 100
O=C(NNC(=O)c1ccccc1-n1cccc1)c1ccc(F)cc1 | 104 | 15 | 9 | 106 | 102 | 102 | 14 | 104 | -12 | -27 | 96
FC(F)(F)c1cc(-c2ccccc2)nc2ncnn12 | 101 | 16 | -9 | 109 | 98 | 100 | 4 | 102 | 11 | 9 | 100
Cc1noc(NS(=O)(=O)c2ccc(NC(=O)CSc3nnc(-c4ccccc4)n3C3CCCCC3)cc2)c1C | 93 | 14 | -1 | 96 | 94 | 92 | 6 | 93 | x | -10 | 95
CCC1SC2=NC(C)=C(C(=O)OCC(C)C)C(/C=C/c3ccccc3OC)N2C1=O (stereo not given) | 96 | 28 | -3 | 99 | 96 | 98 | 20 | 98 | -11 | -14 | 95
CCCc1cc2c(cc1NC(=O)c1ccccc1F)OCO2 | 101 | 21 | 0 | 104 | 97 | 100 | 3 | 98 | 8 | 1 | 99
CCN(Cc1cn2cccnc2n1)C1CCCCC1 | 97 | 12 | -10 | 101 | 100 | 99 | 11 | 99 | -4 | -6 | 107
CCOC(=O)CC1COCCN1C(=O)CCc1nnc(-c2ccsc2)o1 (stereo not given) | 94 | 9 | 1 | 97 | 95 | 94 | 7 | 96 | -10 | -3 | 96
O=C(CN1CCSCC1)N/N=C/c1ccc(F)cc1 | 100 | 10 | 28 | 99 | 97 | 98 | 14 | 97 | x | 16 | 94
O=C(C1=NN[C@@H]2C(=O)N(c3ccccc3C(F)(F)F)C(=O)[C@H]12)C(c1ccccc1)c1ccccc1 | 100 | 12 | 8 | 101 | 99 | 98 | 11 | 98 | -3 | 3 | 101
COc1ccc(/C=C/C(=O)N2CCN(c3ccccc3)CC2)cc1S(=O)(=O)N1CCOCC1 | 93 | 15 | 9 | 97 | 93 | 97 | 8 | 98 | -10 | -42 | 101
Cc1ccc(-c2cc(C(=O)Nc3cc(C)on3)no2)cc1 | 102 | 12 | -17 | 105 | 100 | 104 | 9 | 103 | 14 | -30 | 109
COc1ccccc1NC(=S)N(Cc1ccccc1)Cc1cccnc1 | 102 | 13 | 14 | 100 | 95 | 99 | 12 | 103 | -15 | -28 | 106
Cc1ccc(S(=O)(=O)N2CC(=O)Nc3ccccc32)cc1 | 97 | 13 | 17 | 105 | 99 | 100 | 8 | 100 | 5 | -4 | 100
CC1CN(C(=O)N[C@@H](Cc2ccccc2)C(=O)O)CC(C)O1 (stereo not given in full) | 102 | 23 | 7 | 107 | 101 | 103 | 9 | 100 | x | -22 | 101
CC(=O)NN1C(=O)c2ccc(Oc3ccc4c(c3)C(=O)N(NC(C)=O)C4=O)cc2C1=O | 92 | 9 | 7 | 99 | 94 | 97 | 10 | 96 | x | -28 | 109
CSc1nc2nc(-c3cccc(C(F)(F)F)c3)ccn2n1 | 93 | 20 | 4 | 87 | 92 | 89 | 28 | 90 | 0 | 0 | 91
Cc1ccc(Cl)c(NC(=O)CCl)c1Cl | 95 | 13 | -7 | 102 | 96 | 97 | 11 | 97 | 21 | 0 | 102
COC(=O)Cc1ccc(OCC(=O)Nc2ccc(OC(F)(F)F)cc2)cc1 | 92 | 11 | 10 | 99 | 97 | 96 | 10 | 97 | 2 | -17 | 95
Cc1cc2ccccc2n2c(SCC(=O)Nc3ccc(S(=O)(=O)N4CCCCC4)cc3)nnc12 | 96 | 12 | -26 | 96 | 99 | 98 | 5 | 97 | -10 | -16 | 98
COc1cc(C(=O)Nc2ccc3c(c2)C(=O)c2ccccc2C3=O)cc(OC)c1OC | 99 | 9 | 85* | 101 | 96 | 98 | 10 | 99 | -9 | 77* | 99
CCOC(=O)c1cc(C)[nH]c(=S)c1C#N | 94 | 9 | 72* | 92 | 92 | 94 | 10 | 94 | 19 | -47 | 93
CC(=O)c1cccc(NC(=O)c2ccncc2)c1 | 102 | 65 | -8 | 100 | 99 | 102 | 7 | 103 | 8 | -11 | 99
Cc1cc(/C=N/NC(N)=S)c(C)n1-c1ccc(Br)cc1 | 100 | 20 | 16 | 99 | 97 | 98 | 9 | 97 | x | -43 | 107
CC(=O)Oc1ccc(C(=O)O)cc1OC(C)=O | 102 | 19 | 17 | 102 | 100 | 103 | 16 | 102 | 4 | 2 | 99
CCOc1ccc(C(=O)OCC(=O)NC(C)C)cc1 | 96 | 19 | -5 | 96 | 97 | 96 | 22 | 101 | x | -14 | 103
Cc1nc(-c2ccccc2Cl)sc1C(=O)/C=C/N(C)C | 94 | 16 | 6 | 96 | 94 | 95 | 9 | 95 | -2 | -31 | 97

Compounds above with a tert-butyl group:
SMILES | Cdc42 wt GTP | GSH bead fluor | Mcl1-Noxa inh | Rac1 wt GTP bind | Rac1 mut GTP | HRas wt GTP bind | Avidin bead fluor | Rab2A wt mod | Pf gametocyte | Mcl1-Bid inh | Rab7 wt modul
C[C@@H](NC(=O)c1nc[nH]c1C(=O)N[C@@H](CCCCNC(=O)OC(C)(C)C)C(=O)OC(C)(C)C)c1ccccc1 | 96 | 19 | -79 | 95 | 94 | 95 | 7 | 94 | x | -16 | 94
COc1ccc(C(=O)NCc2ccc(N3CCN(C(=O)OC(C)(C)C)CC3)cc2)cc1 | 99 | 16 | -5 | 100 | 98 | 101 | 9 | 101 | 18 | -65 | 95
